Assay outcomes as filed in PubChem.
PAFAH2 FP inh: PAFAH2 enzyme inhibitors, primary screen, biochemical, fluorescence polarization, human | hit rate 0.99% among 340,000 | inhibition, % at 3.39 µM | recombinant PAFAH2, FP-rhodamine activity probe | Platelet-activating factor acetylhydrolase 2, cytoplasmic (Homo sapiens), Q99487;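 active = inhibition above the mean over all tested compounds plus 3 SD, cut at about 30% in these data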;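 note: inhibitors block probe labeling of enzyme so polarization drops; 0% = enzyme with DMSO and 100% = wells lacking PAFAH2 protein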
EBNA-1 inh: EBNA-1 DNA-binding inhibitors, primary screen, biochemical, fluorescence polarization. hit rate 0.34% among 300,000. AID 1950, 2009. inhibition, % at 14.8 µM; in the data active = inhibition above about 28%
PAFAH1B3 inh: PAFAH1B3 enzyme inhibitors, primary screen, biochemical, fluorescence polarization, human | inhibition, % at 3.39 µM | AID 492972, 2010 | Platelet-activating factor acetylhydrolase IB subunit alpha1 (Homo sapiens), Q15102 | recombinant PAFAH1B3, FP-rhodamine probe | hit rate 0.28% among 340,000;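 active = inhibition above the screen-wide average of all tested compounds plus 3 SD, cut at about 25% in these data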;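 note: 0% = enzyme with DMSO only and 100% = wells lacking PAFAH1B3 protein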
PREPL inhibitor: PREPL enzyme inhibitors, primary screen, biochemical, fluorescence polarization. inhibition, % at 5.96 µM. hit rate 0.68% among 320,000. recombinant PREPL, fluorescence polarization activity-based probe. AID 2751, 2010; in the data active = inhibition above about 43%;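 note: 0% = enzyme with DMSO and 100% = wells lacking enzyme; many of its hits are not listed in these tables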
LYPLA1 inh: LYPLA1 inhibitors, primary screen, counter-screen for PME1 inhibitor project, biochemical, fluorescence polarization, FP-Rh probe ABPP; hit rate 0.16% among 320,000; Acyl-protein thioesterase 1 (Homo sapiens), O75608; recombinant LYPLA1; inhibition, % at 5.9 µM;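 active = inhibition above the mean of all tested compounds plus 3 SD, set per campaign, cut at about 14% in these data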;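 note: inhibitors block serine hydrolase probe labeling of LYPLA1 so polarization falls; 0% = enzyme with DMSO and 100% = wells lacking LYPLA1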
Target sequence (O75608 whole entry, looked up): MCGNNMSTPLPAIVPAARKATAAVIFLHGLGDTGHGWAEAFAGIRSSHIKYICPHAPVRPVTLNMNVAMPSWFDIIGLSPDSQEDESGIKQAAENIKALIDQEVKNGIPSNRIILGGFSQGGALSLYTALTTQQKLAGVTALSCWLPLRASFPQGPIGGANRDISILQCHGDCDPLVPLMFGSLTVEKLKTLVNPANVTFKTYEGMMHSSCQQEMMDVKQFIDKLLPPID
ZTA counter: ZTA (EBV) inhibition in EBNA-1 counter-screen; inhibition, % at 11 µM; ZTA-DNA binding, fluorescence polarization; P03206; hit rate 0.15% among 320,000; AID 2234; in the data active = inhibition above about 33%
LYPLA2 counter: LYPLA2 inhibitors, primary screen, counter-screen for PME1 inhibitor project, biochemical, fluorescence polarization, FP-Rh probe ABPP; Acyl-protein thioesterase 2 (Homo sapiens), O95372; recombinant LYPLA2; inhibition, % at 5.9 µM; hit rate 0.38% among 320,000;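 active = inhibition above the screen-wide mean plus 3 SD, limit set per campaign, cut at about 26% in these data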;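 note: 0% = LYPLA2 with DMSO and 100% = wells lacking LYPLA2 enzyme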
Target sequence (O95372 whole entry, looked up): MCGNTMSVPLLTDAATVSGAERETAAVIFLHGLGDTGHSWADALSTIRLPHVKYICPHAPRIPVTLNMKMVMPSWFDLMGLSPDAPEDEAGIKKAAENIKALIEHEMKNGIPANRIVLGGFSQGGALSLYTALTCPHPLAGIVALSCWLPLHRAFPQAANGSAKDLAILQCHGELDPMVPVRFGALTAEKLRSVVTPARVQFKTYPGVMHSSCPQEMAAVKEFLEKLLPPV
pPAFAH FP inh: pPAFAH enzyme inhibitors, primary screen, biochemical, fluorescence polarization, human. Platelet-activating factor acetylhydrolase (Homo sapiens), Q13093. recombinant pPAFAH, FP-rhodamine probe fluorescence polarization. inhibition, % at 3.39 µM. hit rate 1.5% among 330,000;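 active = inhibition above the mean inhibition across the screen plus 3 SD, cut at about 25% in these data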;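 note: inhibitors block binding of the rhodamine activity-based probe so polarization drops; 0% = enzyme with DMSO and 100% = wells lacking pPAFAH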
Target sequence (Q13093 whole entry, looked up): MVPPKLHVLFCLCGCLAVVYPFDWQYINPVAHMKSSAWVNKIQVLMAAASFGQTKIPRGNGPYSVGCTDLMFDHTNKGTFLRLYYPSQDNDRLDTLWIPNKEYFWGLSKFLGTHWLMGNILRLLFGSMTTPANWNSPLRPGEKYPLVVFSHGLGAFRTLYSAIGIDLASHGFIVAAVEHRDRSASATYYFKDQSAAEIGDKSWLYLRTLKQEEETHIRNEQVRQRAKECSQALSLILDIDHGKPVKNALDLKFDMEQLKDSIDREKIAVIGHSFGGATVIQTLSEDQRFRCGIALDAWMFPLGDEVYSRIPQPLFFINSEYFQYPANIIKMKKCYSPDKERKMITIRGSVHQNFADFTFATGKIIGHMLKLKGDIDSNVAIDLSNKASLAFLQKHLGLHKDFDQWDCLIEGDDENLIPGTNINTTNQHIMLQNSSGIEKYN
PAFAH1B2 FP inh: PAFAH1B2 enzyme inhibitors, primary screen, biochemical, fluorescence polarization, human; Platelet-activating factor acetylhydrolase IB subunit alpha2 (Homo sapiens), P68402; recombinant PAFAH1B2, FP-rhodamine activity probe; inhibition, % at 3.39 µM; hit rate 1.2% among 340,000; AID 492953, 2010;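 active = inhibition above the mean of all tested compounds plus 3 SD, cut at about 24% in these data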;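 note: 0% = enzyme with DMSO and 100% = wells lacking PAFAH1B2; many of its hits are not listed in these tables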
Numbers without * were called inactive; x = not tested or not shown. The list is partial; the hit share may differ from the screen's.

SMILES	PAFAH2 FP inh	EBNA-1 inh	PAFAH1B3 inh	PREPL inhibitor	LYPLA1 inh	ZTA counter	LYPLA2 counter	pPAFAH FP inh	PAFAH1B2 FP inh
Cc1nc(SCc2cccc(F)c2)c2oc3ccccc3c2n1	10	-1	3	0	-3	-3	-10	-2	-3
Cc1cc(C)c(S(=O)(=O)N2CCN(S(=O)(=O)N3CCOCC3)CC2)c(C)c1	8	-7	-2	-6	-1	-5	-2	5	1
Cc1ccc(-c2nc3sc4c(c3c(=O)n2N)CCCC4)cc1	6	5	10	5	-2	8	-1	-2	3
O=C(Nc1cnccn1)Nc1ccccc1F	12	2	-1	-14	-3	6	2	-4	2
CCCn1nc(C(=O)NCc2ccc3c(c2)OCO3)c2ccccc2c1=O	-6	-7	7	-2	4	12	4	0	2
COc1ccc(-c2nnc(SC)nc2-c2ccc(OC)c([N+](=O)[O-])c2)cc1[N+](=O)[O-]	11	-16	-2	-1	-3	12	-6	5	2
CN1C[C@@H]2C[C@@H](c3cccn3-c3nccs3)N3CCC[C@@]23C1=O	-4	2	2	4	2	6	9	2	3
O=C(Cn1cnc(S(=O)(=O)N2CCCC2)c1)Nc1ccc(OC(F)(F)F)cc1	1	-10	-1	2	-1	-7	6	2	-2
Cc1cccc(CN2C(=O)c3ccccc3Sc3ccc(C(=O)NCCN4CCOCC4)cc32)c1	-7	6	2	-18	-4	-6	0	3	2
CC(C)CC(CC(C)C)=NNC(=O)c1ccc2c(c1)OCO2	-3	2	3	3	3	5	1	1	3
N#Cc1c(/N=C/C=C/c2ccccc2)sc2c1CCCC2	6	1	6	13	-2	-3	2	0	6
Cc1c(NC2=C(Cl)C(=O)N(c3ccccc3)C2=O)c(=O)n(-c2ccccc2)n1C	-4	3	2	14	0	19	0	-2	9
COc1ccc(/C=C(\C#N)C(=O)NC(C)c2ccccc2)cc1O (stereo not given)	-3	-10	5	5	2	-10	1	-1	8
O=C(C1CC=CCC1)N1CCN(C(=O)C2CC=CCC2)CC1 (stereo not given)	1	3	0	-2	4	8	6	4	3
O=C(O)C(CCCCN1C(=O)C2C3C=CC(C3)C2C1=O)N1C(=O)C2C3C=CC(C3)C2C1=O (stereo not given)	-1	-14	-8	-5	3	17	2	-2	2
CCc1ncc(C(O)c2cccc(OC)c2OC)n1C (stereo not given)	10	6	0	6	1	6	7	5	-6
COc1ccc(C(=O)Nc2nc(N)n(-c3ccccc3)n2)cc1OC	4	16	4	-5	-2	10	4	1	5
COc1ccc(NC(=O)c2c(F)cccc2F)cc1S(=O)(=O)Nc1ccc(Br)cc1	-12	-1	-8	0	-6	11	-11	36*	0
Cc1ccc(-c2csc(=Nc3cccnc3)n2CCCN2CCCC2=O)cc1C	-6	0	1	49*	1	-1	6	8	2
Cc1ccc(CSc2nnc(-c3cccc(S(=O)(=O)N4CCOCC4)c3)n2C2CCCC2)cc1	-1	4	2	14	-2	-6	-1	1	3
COC(=O)C1(CCSC)NC(c2ccc(O)cc2)C2C(=O)N(c3ccc(F)cc3)C(=O)C21 (stereo not given)	2	-30	5	14	1	-7	-1	-5	-1
O=C1CC(N2CCN(c3ccccc3F)CC2)C(=O)N1c1ccc(F)cc1 (stereo not given)	-1	-1	2	14	5	3	5	0	1
CC(CC(=O)Nc1cc(S(=O)(=O)N2CCOCC2)ccc1OCC(F)(F)F)c1ccccc1 (stereo not given)	6	x	-9	11	2	3	1	4	-4
O=C(Cc1ccccc1)NNC(=O)c1ccccc1C(=O)O	0	8	-3	2	2	4	5	6	8
CN(C)N1C(N)=C(C#N)C(c2ccc3c(c2)OCO3)C2=C1CCCC2=O (stereo not given)	-6	6	10	-2	3	10	6	-2	4
CCOC(=O)c1cc(-c2cc3ccccc3o2)nc2c1c(=O)[nH]c(=O)n2CCOC	2	-9	2	-1	3	-6	6	0	9
CCc1nc(SCC(=O)NCC2CCCO2)c2oc3ccccc3c2n1 (stereo not given)	-2	0	6	0	1	0	3	5	3
CCOC(CNC(=O)c1cccn2c(=O)c3cc(Cl)ccc3nc12)OCC	-3	-7	3	8	2	-15	5	4	4
CN(CC(=O)Nc1cccc(F)c1)C(=O)/C=C/c1cc(Br)ccc1OC(F)F	-5	1	-1	-44	-3	9	-3	0	2
O=C(Oc1cccc2cccnc12)c1cccc(N2C(=O)C3C4CCC(C4)C3C2=O)c1 (stereo not given)	x	6	x	13	0	12	2	10	x
COc1cccc(/C=C(\C#N)c2nc3ccc(C)cc3[nH]2)c1OCC(=O)O	6	-6	4	15	4	4	3	-7	3
COc1cccc2cc(-c3ccnc(=S)[nH]3)oc12	x	5	x	4	0	7	-4	-3	x
COc1ccc(NC(=O)CSc2nnc(-c3ccccc3C)n2N)cc1	-6	-12	9	1	0	-23	1	6	2
Cc1ccc2c(c1)[C@@H]1[C@H](CO2)[C@H](c2ccccc2)[C@]2(C)C(=O)N[C@H](C)C(=O)N12	5	x	4	0	x	x	x	-3	4
COc1ccc(C)cc1NC(=O)Cc1c(C(=O)O)n(C)c2ccccc12	6	-9	5	1	0	-4	-8	3	-6
O=C(NNc1cccc(Cl)n1)Nc1ccccc1	-2	-12	-2	7	2	-11	2	2	0
CCCOc1ccccc1C(=O)N(Cc1ccco1)C1CCS(=O)(=O)C1 (stereo not given)	1	8	5	-3	-2	-5	4	5	0
COc1ccc(C2C(C(=O)NCc3ccccn3)c3cc(OC)c(OC)cc3C(=O)N2C)cc1 (stereo not given)	2	3	0	8	2	-11	3	1	8
O=C(NCc1ccccc1)C1=C[C@@H](C2CC2)C[C@@H](OCc2ccc(CO)cc2)O1	3	9	6	-10	-1	1	-1	5	1
CCCn1c(N/N=C(C)\C=C\c2ccccc2)nc2c1c(=O)[nH]c(=O)n2C	x	3	x	27	4	-10	0	4	x
O=C(CSc1ccccn1)Nc1cccc(S(=O)(=O)N2CCCC2)c1	0	x	5	4	-4	2	-3	-7	2
O=C(Nc1cccc(C(=O)N2CCCCC2)c1)c1ccc(Cl)cc1	3	2	2	1	-3	1	0	0	3
CCOC(=O)c1c(S(=O)(=O)NCCCc2ccco2)c(C)n(C)c1C	1	2	2	4	-3	-2	0	6	5
O=C(O)CSc1c(-c2ccccc2)c2cc(Cl)ccc2[nH]c1=O	-1	3	8	5	-2	-3	-1	2	-1
CCCCn1c(N)c(N(CCOC)C(=O)CSCc2ccc(C)cc2)c(=O)[nH]c1=O	6	10	-4	6	1	1	0	1	5
COc1ccccc1CCc1nnc(CCC(=O)N(C)Cc2cccc3ncccc23)o1	6	-4	11	-3	2	-2	6	9	-1
O=C(Nc1ccccc1)c1cc2ccccc2[nH]1	-5	-9	-2	-4	-10	-13	-8	1	-6
CC(C)Cn1c(=O)c2ccccc2n2c(CCC(=O)NCC3CCCO3)nnc12 (stereo not given)	-2	11	0	6	0	6	0	3	-2
NC(=O)c1cc([N+](=O)[O-])ccc1NCc1cccnc1	-6	6	2	0	2	-5	2	5	1
COc1ccc(Oc2nc(Oc3ccc(OC)cc3)nc(Oc3ccc(OC)cc3)n2)cc1	-4	3	-2	7	2	-5	15	3	3

Other structures follow.
SMILES	PAFAH2 FP inh	EBNA-1 inh	PAFAH1B3 inh	PREPL inhibitor	LYPLA1 inh	ZTA counter	LYPLA2 counter	pPAFAH FP inh	PAFAH1B2 FP inh
CCN(Cc1ccccc1)C(=O)COC(=O)c1c(C)nsc1NC	-1	x	6	-5	1	1	2	-2	3
COc1cc(/C=C(\C#N)C(=O)Nc2ccc3c(c2)OCCO3)ccc1O	-1	10	1	-5	0	19	5	6	1
C/C(=N\NC(=O)c1nnn(-c2nonc2N)c1-c1ccc2c(c1)OCO2)c1ccc(F)cc1	6	-1	6	-9	-4	-1	-8	1	-4
COc1ccc(CN2C(=O)c3cccnc3C2Nc2cc(Cl)ccc2OC)cc1 (stereo not given)	5	-4	0	11	2	-12	10	5	3
COc1cccc(NC(=O)c2cccc(OC)c2OC)c1	2	9	3	10	3	-28	12	6	2
O=c1cc(-c2c(F)c(F)c(F)c(F)c2F)oc2c(F)c(F)c(F)c(F)c12	x	-11	x	6	-31	-11	-56	-11	x
C[C@H](CO)N1C[C@H](C)[C@@H](CN(C)S(=O)(=O)c2ccccc2)Oc2c(cccc2N(C)C)C1=O	6	x	-4	21	x	x	x	-1	9
Cc1cc(C)n(-c2nnc(C)c(=O)[nH]2)n1	-3	-8	13	0	2	-4	2	-1	5
O=C(O)CC1(CC(=O)NCc2csc(-c3cccs3)n2)CCCCC1	0	-7	-1	11	3	2	5	-2	10
c1ccc2sc(SN3CCOCC3)nc2c1	8	-16	6	-5	-2	-9	-1	2	3
CC1=CC(C)(C)N2C(=O)C3(C(C#N)=C(N)Oc4cc(C)oc(=O)c43)c3cccc1c32 (stereo not given)	2	-1	5	1	1	-19	-2	2	4
c1ccc(-n2nnnc2Cc2nnnn2-c2ccccc2)cc1	4	4	3	-3	0	-8	3	1	0
CCc1nc(SCC(=O)NCc2ccc(F)cc2)c2c(=O)n(C)c(=O)n(C)c2n1	1	-1	-1	7	-2	10	2	4	2
